Screens (PubChem BioAssay)
Vif inh: inhibitors of HIV Vif | HEK293T cells, Vif self-association by quenched fluorescence, imaging, 24 h | inhibition, % at 7.49 µM | hit rate 0.35% among 340,000 | AID 602346; in the data active means inhibition above about 50%, passing the limit was not always enough; further: some results filed as inactive read as strong as hits
SRC2 inh: human SRC2 (NCOA2) inhibition | Q15596 | HEK293 GAL4-SRC2 luciferase reporter, luminescence | inhibition, % at 9 µM | hit rate 0.17% among 370,000 | AID 651957;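 active means inhibition above the mean inhibition of all tested compounds plus 3 SD, set per campaign, cut at about 52% in these data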;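 further: 0% = DMSO treated cells and 100% = cells given Gossypol at 36 µM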
TLR9-MyD88 inh: inhibitors of human TLR9-MyD88 binding. Q9NR96+Q99836. CHO BLA complementation TLR9-MyD88, CCF4 FRET ratio. inhibition, % at 4.98 µM. hit rate 0.21% among 340,000;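 active means inhibition above the mean over all tested compounds plus 3 SD, cut at about 21% in these data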;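 further: 0% = DMSO only wells and 100% = clavulanate BLA inhibitor control wells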
NR2F2 inh: NR2F2 (human) inhibition, primary screen; P24468; HEK293T NGFI-A luciferase reporter, luminescence; inhibition, % at 8.6 µM; hit rate 0.7% among 370,000; AID 686940;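 active means inhibition above a per-plate cutoff, mean inhibition of test wells between control levels plus 3 SD, cut at about 38% in these data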;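 further: cells cotransfected with COUP-TFII expression vector driving the NGFI-A reporter; 0% = median of COUP-TF2 test wells and 100% = reporter-only cells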
Target sequence (P24468 whole entry, looked up): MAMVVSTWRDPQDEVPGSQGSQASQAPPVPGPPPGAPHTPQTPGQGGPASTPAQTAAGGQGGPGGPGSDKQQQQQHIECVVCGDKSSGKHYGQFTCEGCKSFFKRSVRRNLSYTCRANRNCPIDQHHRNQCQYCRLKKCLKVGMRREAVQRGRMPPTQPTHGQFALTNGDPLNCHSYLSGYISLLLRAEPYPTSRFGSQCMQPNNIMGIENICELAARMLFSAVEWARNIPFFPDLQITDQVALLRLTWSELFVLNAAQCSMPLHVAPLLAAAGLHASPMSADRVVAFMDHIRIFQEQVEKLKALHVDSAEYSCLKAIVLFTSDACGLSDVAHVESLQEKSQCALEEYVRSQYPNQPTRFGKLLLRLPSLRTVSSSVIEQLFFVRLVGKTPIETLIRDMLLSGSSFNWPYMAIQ
TROY NFkB inh: blocks TROY-dependent signaling in reporter cells; Q293 LMP1-TROYcd NF-kB luciferase reporter, 4 h; inhibition, % at 10 µM; hit rate 0.98% among 360,000; AID 1347056;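 active means compounds whose plate-normalised and pattern-corrected inhibition of the luciferase reporter signal at the single screening dose is 50% or more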
C8 TRAIL sens: caspase-8 TRAIL sensitization; NB7+C8 cells + TRAIL, ATPlite viability luminescence; hit rate 1% among 360,000; AID 624354; inhibition (viability loss, TRAIL sensitization), % at 10 µM;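 active means compounds causing at least 50% loss of cell viability in the single-dose screen, relative to plate controls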
NOD2 RIPK2 PPI: blocks binding of human NOD2 to RIPK2 | O43353 | CHO BLA complementation NOD2-RIPK2, CCF4 ratio | inhibition, % at 4.98 µM | hit rate 0.38% among 360,000 | AID 624267; in the data active means inhibition above about 21%;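 further: 0% = vehicle only and 100% = reference blocker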
EBV LMP1 NFkB: inhibitors of Epstein-Barr LMP1-induced NF-kappaB reporter | LMP1-induced NF-kappaB luciferase reporter cells, luminescence | inhibition, % at 12.5 µM | hit rate 0.69% among 350,000; in the data active means inhibition above about 41%;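 further: 0% = neutral control wells and 100% = reference inhibitor control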
LRH-1 inv ag: suppresses constitutive activity of human LRH-1; hit rate 0.13% among 360,000; HEK293T StAR-luciferase reporter, LRH-1 transfected, 24 h; O00482; inhibition, % at 3.6 µM;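 active means inhibition above the mean inhibition of all tested compounds plus 3 SD, cut at about 73% in these data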;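 further: 0% = DMSO wells and 100% = reporter-only cells lacking LRH-1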
* hit, by the source's call; . = not tested or not shown. Some of the compounds tested. The share of hits here may be higher or lower than overall.

SMILES	Vif inh	SRC2 inh	TLR9-MyD88 inh	NR2F2 inh	TROY NFkB inh	C8 TRAIL sens	NOD2 RIPK2 PPI	EBV LMP1 NFkB	LRH-1 inv ag
O=C(c1cccc(C(F)(F)F)c1)N1CC[C@H]2[C@H](CCCN2Cc2cc(F)cc(F)c2)C1	.	3.7	.	2.5	.	.	.	.	.
C[C@@H]1COc2cc(Br)ccc2S(=O)(=O)N1Cc1cn(CCC2OCCO2)nn1	.	-14.8	.	1.1	.	.	.	.	.
CCOC(=O)[C@]12CCCCC/C=C\1N(CCc1ccc(Cl)cc1)C(=O)[C@H]2CC(=O)NCc1ccc(C)o1	.	-12.4	.	-0.7	.	.	.	.	.
O=c1c2cnn(-c3ccc(F)cc3)c2ncn1Cc1ccccn1	.	-25.5	.	12.6	.	.	.	.	.
COC(=O)CC#C[C@H](C)[C@@H](NS(C)(=O)=O)C1CCCCC1	.	4.7	.	6.1	.	.	.	.	.
COC[C@@H]1CCCN1c1ccc2c(c1)OCCCN(C1CC1)S2(=O)=O	.	-0.6	.	-4.6	.	.	.	.	.
O=S1(=O)c2ccc(N3CCCC3)cc2Oc2ccccc2CN1Cc1cn(Cc2ccc(Cl)cc2)nn1	.	-6.3	.	-4.7	.	.	.	.	.
COc1ccc(C2C(C(=O)Nc3cccc(C)n3)CCC(=O)N2c2ccc(OC)cc2)cc1 (stereo not given)	.	-22.7	.	14.4	.	.	.	.	.
COC(=O)c1ccc(Cn2ccc3ccc(-c4ccc5ccn(C(=O)c6ccccc6)c5c4)cc32)cc1	.	0.7	.	-18.8	.	.	.	.	.
COc1ccc(N2CCN(CCCNC(=O)Cc3ccc(C(F)(F)F)cc3)CC2)cc1	.	-5.1	.	-16.0	.	.	.	.	.
COC(=O)c1ccc2nc(-c3cccc(Cl)c3)c(Cc3ccccc3C(F)(F)F)n2c1	.	-35.4	.	-17.9	.	.	.	.	.
COc1ccc(S[C@]2(C(=O)NCCCN(C)C)CC(=O)N[C@@H]2c2ccc(OC)cc2)cc1	.	-18.8	.	-13.5	.	.	.	.	.
CCOc1ccc(N(CC(=O)Nc2c(C)n(C)n(-c3ccccc3)c2=O)S(=O)(=O)c2cccc3cccnc23)cc1	.	27.5	.	-8.8	.	.	.	.	.
Cc1cccc(-c2cccc3c4c([nH]c23)[C@@H]2C[C@H](N(C)C(=O)Nc3ccccc3)[C@H]([C@H](C)O)CN2CC4)c1	.	10.4	.	-8.5	.	.	.	.	.
C#CCOCCOCCOCCNc1nc(N2CCN(C(=O)[C@H](CCC(=O)O)n3cc(C(N)CC(C)C)nn3)CC2)nc(N2CCN(C(=O)[C@H](Cc3cc4ccccc4[nH]3)n3cc(C(N)[C@H](C)CC)nn3)CC2)n1 (stereo not given in full)	-2.7	.	-13.0	.	.	.	.	-1.3	.
C[C@@H](NC(=O)OC(C)(C)C)c1nnc(S(=O)(=O)Cc2ccccc2)o1	.	11.4	.	-29.6	.	.	.	9.7	.
Cc1cccc(NC(=O)CN2C(=O)S/C(=C\c3ccc(-c4cccc(C(=O)O)c4C)o3)C2=O)c1	.	-16.6	.	7.6	.	.	.	-14.3	.
COc1ccc(C(=O)NNC(=S)NC(=O)c2ccc(Cl)cc2)cc1	.	-29.6	.	0.8	.	.	.	11.4	.
Cc1ccc(S(=O)(=O)Nc2csc(C)c2C(=O)O)cc1	.	-4.9	.	5.3	.	.	.	-3.9	.
Cc1ccc2nc(NC3=NC(CC(=O)O)C(=O)N3)nc(C)c2c1 (stereo not given)	7.5	-6.0	.	-15.9	.	.	.	.	.

Of the compounds above, these contain four or more nitrogen atoms.
SMILES	Vif inh	SRC2 inh	TLR9-MyD88 inh	NR2F2 inh	TROY NFkB inh	C8 TRAIL sens	NOD2 RIPK2 PPI	EBV LMP1 NFkB	LRH-1 inv ag
C[C@@H]1COc2cc(Br)ccc2S(=O)(=O)N1Cc1cn(CCC2OCCO2)nn1	.	-14.8	.	1.1	.	.	.	.	.
O=c1c2cnn(-c3ccc(F)cc3)c2ncn1Cc1ccccn1	.	-25.5	.	12.6	.	.	.	.	.
O=S1(=O)c2ccc(N3CCCC3)cc2Oc2ccccc2CN1Cc1cn(Cc2ccc(Cl)cc2)nn1	.	-6.3	.	-4.7	.	.	.	.	.
CCOc1ccc(N(CC(=O)Nc2c(C)n(C)n(-c3ccccc3)c2=O)S(=O)(=O)c2cccc3cccnc23)cc1	.	27.5	.	-8.8	.	.	.	.	.
Cc1cccc(-c2cccc3c4c([nH]c23)[C@@H]2C[C@H](N(C)C(=O)Nc3ccccc3)[C@H]([C@H](C)O)CN2CC4)c1	.	10.4	.	-8.5	.	.	.	.	.
C#CCOCCOCCOCCNc1nc(N2CCN(C(=O)[C@H](CCC(=O)O)n3cc(C(N)CC(C)C)nn3)CC2)nc(N2CCN(C(=O)[C@H](Cc3cc4ccccc4[nH]3)n3cc(C(N)[C@H](C)CC)nn3)CC2)n1 (stereo not given in full)	-2.7	.	-13.0	.	.	.	.	-1.3	.
Cc1ccc2nc(NC3=NC(CC(=O)O)C(=O)N3)nc(C)c2c1 (stereo not given)	7.5	-6.0	.	-15.9	.	.	.	.	.

(listing goes on)
SMILES	Vif inh	SRC2 inh	TLR9-MyD88 inh	NR2F2 inh	TROY NFkB inh	C8 TRAIL sens	NOD2 RIPK2 PPI	EBV LMP1 NFkB	LRH-1 inv ag
CC(C)(C)OC(=O)CNC(=O)c1[nH]cnc1C(=O)NC1CCN(C(=O)OC(C)(C)C)CC1	.	-53.4	1.5	-15.3	.	.	.	-3.1	.
CN(C)C(=O)OCc1c(-c2ccccc2)ncc2ccccc12	.	-11.5	-0.4	3.2	.	.	.	4.6	.
CC(C)C[C@@H](COc1ccccc1)N1CCN(Cc2ccccc2)CCC1=O	.	18.4	8.8	14.0	.	.	.	-0.1	.
CCC(c1nnnn1-c1ccc2c(c1)OCCO2)N1CCN(c2ccc(F)cc2)CC1 (stereo not given)	.	.	.	.	20.7	18.4	4.3	.	23.4
CN(Cc1cn(Cc2ccc(C(F)(F)F)cc2)nn1)C1CN(Cc2cn(Cc3ccc(C(F)(F)F)cc3)nn2)S(=O)(=O)C1 (stereo not given)	.	.	.	.	14.4	24.0	-11.8	.	35.6
O=c1c2c([nH]n1-c1ccccc1)C[C@@H](C1CCCCC1)O[C@H]2c1ccc(F)cc1	.	.	.	.	-3.4	-8.8	-10.8	.	11.9
Cc1cccc(C)c1N1CCN(C(c2cc3ccccc3o2)c2nnnn2C(C)(C)C)CC1 (stereo not given)	.	.	.	.	26.5	21.6	21.4*	.	21.7
